NS5 inhibitors – flavivirus cap methylation enzyme inhibition – biochemical, confirmation dose response, primary screen (AID 588689). Dengue-2 NS5 methyltransferase capping enzyme assay, biochemical; higher % means a stronger effect. inhibition, % at 25 µM; hits with a dose series show IC50 in µM. 340,000 compounds, 0.3% hits; in the data active means a potency from the dose series
HIV peptide binding – inhibitors of HIV fusion peptide binding, primary screen, biochemical, uHTS, fluorescence dequenching (AID 1986); cell-free peptide binding, fluorescence dequenching, 30 min; higher % means a stronger effect; one-dose inhibition, % at 20 µM; IC50 in µM for titrated hits; 290,000 compounds, 0.3% hits; in the data active means inhibition mostly above about 52%, no sharp cut-off; inactive means mostly below about 76%; further: some results filed as inactive read as strong as hits
KOR beta-arrestin-1 – kappa opioid receptor activators – cell-based, luminescence, uHTS, primary screen (AID 1777). KOR beta-arrestin recruitment, luminescence; higher % means a stronger effect. activation, % at 10 µM; hits with a dose series show EC50 in µM. 280,000 compounds, 0.02% hits; in the data active means activation above about 50%, passing the limit was not always enough; further: a part of the inactive calls stands beside numbers as strong as those of hits
HEK293 NOD2/NF-kB – NOD2 signaling inhibitors, cell-based, luminescence, uHTS, HEK293 (AID 1566); 290,000 compounds, 0.63% hits; HEK293 NOD2/NF-kB luciferase reporter, luminescence; higher % means a stronger effect; one-dose inhibition, % at 4 µM; EC50 in µM for titrated hits; further: many of its hits are not listed in these tables
Yfh1-depleted yeast – enhancers of respiration in Yfh1-depleted yeast, dose response, Friedreich's ataxia, plus single-dose screen (AID 1465). S. cerevisiae Yfh1-off respiration, WST-1 reduction, 72 h; higher fold induction means a stronger effect. one-dose fold induction at 50 µM; EC50 in µM for titrated hits. 220,000 compounds, 0.074% hits;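 active means fold induction of absorbance versus untreated yeast above a set limit, then at least 30% activation at any dose in follow-up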;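 further: activators that raise dye reduction in frataxin-depleted yeast; strong numbers were not always called active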
AID2073 – inhibitors of Mint1-CaV2.2 protein interaction, biochemical, HTRF (AID 2073) | one-dose inhibition, % at 20 µM; IC50 in µM for titrated hits | HTRF protein-protein interaction, Mint1-CaV2.2; higher % means a stronger effect | 290,000 compounds, 0.19% hits; in the data active means inhibition mostly above about 51%, no sharp cut-off; further: some results filed as inactive read as strong as hits
KOR beta-arrestin-2 – kappa opioid receptor blockers – cell-based, luminescence, uHTS (AID 1778). KOR beta-arrestin recruitment, luminescence, antagonist mode; higher % means a stronger effect. inhibition, % at 10 µM, or IC50 in µM where a hit was titrated. 290,000 compounds, 0.091% hits; further: strong numbers were not always called active
West Nile antiviral – West Nile virus antiviral activity, cell-based, CPE readout (AID 1621). West Nile virus-infected cells, CPE inhibition; higher % means a stronger effect. one-dose CPE inhibition, % at 10 µM; IC50 in µM for titrated hits. 290,000 compounds, 0.02% hits; in the data active means a potency from the dose series; further: strong numbers were not always called active
NOD1 inhibition – NOD1 signaling inhibitors, primary screen, cell-based, luminescence, uHTS (AID 1578). 290,000 compounds, 1% hits. inhibition, % at 4 µM, or EC50 in µM where a hit was titrated. NOD1-driven NF-kB luciferase reporter cells, luminescence; higher % means a stronger effect; in the data active means inhibition mostly above about 36%, no sharp cut-off; inactive means mostly below about 34%;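 further: HEK-293T reporter cells stimulated with the NOD1 agonist gamma-tri-DAP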
The depositor's hits bear a star; i = inactive; · = not tested or not shown; [ ] = remark or other dose. Unless noted, no stated cut-off is given here; in the data, active means inhibition above about 50%; inactive means the rest.

SMILES	NS5 inhibitors	HIV peptide binding	KOR beta-arrestin-1	HEK293 NOD2/NF-kB	Yfh1-depleted yeast	AID2073	KOR beta-arrestin-2	West Nile antiviral	NOD1 inhibition
COc1cccc(NC(=O)CSc2nc3ccccc3cc2Cc2ccccc2)c1	-3%	0.9%	6.1%	-16%	i	18%	-36%	-0.4%	5%
CCOc1ccc(NC(=S)N2C3CCCC2CC(NC(=O)C2CC2)C3)cc1 (configuration not stated)	-3%	-2.1%	-5.3%	6%	·	5%	-8%	-0.7%	-11%
Clc1cccc(OCCCCCN2CCOCC2)c1	-2%	0.0%	-0.9%	-20%	·	-7%	-11%	-0.8%	-25%
COc1ccc(NC(=O)CO/N=C(\C)c2cccs2)cc1	7%	1.1%	2.0%	-10%	i	-1%	-27%	0.7%	-26%
O=C(N/N=C/c1cccc(O)c1)N/N=C/c1cccc(O)c1	1%	2.2%	-3.5%	-2%	·	13%	-2%	-0.2%	-6%
O=C(NCCc1ccccc1)C1CCCN(S(=O)(=O)c2cnc[nH]2)C1 (configuration not stated)	-2%	-1.4%	-2.9%	6%	i	-2%	-21%	-0.7%	14%
COCCCNc1oc(COc2ccc(Cl)cc2Cl)nc1C#N	-11%	41%	-11%	6%	i	-6%	32%	0.0%	-8%
Cc1ccc(S(=O)(=O)N/N=C/c2ccc(OC3CSC3)cc2)cc1	-7%	-1.9%	-0.3%	13%	i	1%	-14%	-0.2%	8%
O=C(c1noc2c1CCCC2)N1CCCCC1	-2%	-0.1%	-1.7%	11%	i	-3%	-10%	0.4%	-19%
NC(=O)C1=C[C@@H](c2ccc(C(F)(F)F)cc2)C[C@@H](OCc2ccc(CO)cc2)O1	-9%	0.0%	2.0%	-3%	i	-6%	6%	-0.7%	-16%
Cc1cc(C)cc(N(CC(=O)NCC2CCCO2)S(=O)(=O)c2c(C)noc2C)c1 (configuration not stated)	4%	-0.3%	-1.1%	10%	i	-7%	-1%	-0.4%	14%
CCOC(=O)C1=C(c2ccccc2)N(C)C(=O)NC1c1ccc(OC(F)F)c(OC)c1 (configuration not stated)	-4%	-2.8%	0.0%	-10%	i	8%	-3%	-0.2%	-20%
O=C(O)c1ccccc1C(=O)NCC(O)COc1ccc(Cl)cc1 (configuration not stated)	3%	-0.9%	6.7%	-4%	·	4%	4%	0.1%	6%
CC(C)(NO)/C(=N\O)c1ccc(Cl)cc1	-9%	1.8%	-0.9%	10%	i	-14%	4%	0.2%	2%
Cc1ccc(-c2ccc(=O)n(CCC(=O)N3CCN(Cc4ccccc4)CC3)n2)cc1	-3%	1.1%	4.1%	-7%	·	11%	-28%	-0.6%	-2%
CCc1cc(C(=O)Cc2ccccn2)c(O)cc1O	-5%	-3.2%	1.7%	20%	·	16%	5%	-1.3%	-6%
C1CCc2nnc(C3CC3)n2CC1	-3%	-1.5%	-2.3%	4%	i	-4%	11%	-0.1%	-26%
Cc1cc(C)nc(NC2=NCC(=O)N2c2ccc(Cl)cc2)n1	3%	0.1%	-1.6%	-31%	·	-4%	25%	·	6%
Cn1c(Cc2ccccc2)nnc1SCc1cc(=O)n2ccsc2n1	0%	1.3%	3.0%	4%	i	23%	7%	1.0%	-40%
CCCCCn1c(CN2CCN(c3cc(Cl)ccc3C)CC2)nc2c1c(=O)[nH]c(=O)n2C	3%	-2.2%	-0.7%	13%	i	1%	-43%	2.0%	7%

Entries of single compounds, looked up by structure.
CCOC(=O)C1=C(c2ccccc2)N(C)C(=O)NC1c1ccc(OC(F)F)c(OC)c1 (configuration not stated) is listed with NS5 inhibitors: -4%; HIV peptide binding: -2.8%; KOR beta-arrestin-1: 0.0%; HEK293 NOD2/NF-kB: -10%; Yfh1-depleted yeast: i; AID2073: 8%; KOR beta-arrestin-2: -3%; West Nile antiviral: -0.2%; NOD1 inhibition: -20%
COc1ccc(NC(=O)CO/N=C(\C)c2cccs2)cc1 is listed with NS5 inhibitors: 7%; HIV peptide binding: 1.1%; KOR beta-arrestin-1: 2.0%; HEK293 NOD2/NF-kB: -10%; Yfh1-depleted yeast: i; AID2073: -1%; KOR beta-arrestin-2: -27%; West Nile antiviral: 0.7%; NOD1 inhibition: -26%
NC(=O)C1=C[C@@H](c2ccc(C(F)(F)F)cc2)C[C@@H](OCc2ccc(CO)cc2)O1 is listed with NS5 inhibitors: -9%; HIV peptide binding: 0.0%; KOR beta-arrestin-1: 2.0%; HEK293 NOD2/NF-kB: -3%; Yfh1-depleted yeast: i; AID2073: -6%; KOR beta-arrestin-2: 6%; West Nile antiviral: -0.7%; NOD1 inhibition: -16%

The listing picks up, starting 2 compounds before the break.
SMILES	NS5 inhibitors	HIV peptide binding	KOR beta-arrestin-1	HEK293 NOD2/NF-kB	Yfh1-depleted yeast	AID2073	KOR beta-arrestin-2	West Nile antiviral	NOD1 inhibition
Cn1c(Cc2ccccc2)nnc1SCc1cc(=O)n2ccsc2n1	0%	1.3%	3.0%	4%	i	23%	7%	1.0%	-40%
CCCCCn1c(CN2CCN(c3cc(Cl)ccc3C)CC2)nc2c1c(=O)[nH]c(=O)n2C	3%	-2.2%	-0.7%	13%	i	1%	-43%	2.0%	7%
CCCOc1ccc(N2C(=O)CC(NCc3ccc(S(N)(=O)=O)cc3)C2=O)cc1 (configuration not stated)	-6%	0.6%	-3.6%	18%	i	6%	3%[20 µM]	0.0%	-18%
Cc1cc(C)c(N=C2CCCN2Cc2ccccc2)c(C#N)c1	2%	0.4%	1.6%	16%	i	6%	26%	-0.3%	-5%
CC(=O)N(Cc1c(C#N)c2ccccc2n1C)c1ccccc1	-4%	-1.7%	-4.2%	16%	i	-8%	-8%	-0.2%	9%
CCc1ccc(NC(=O)Nc2cc(C(=O)NCC3CCCO3)ccc2N2CC3CC(C2)c2cccc(=O)n2C3)cc1 (configuration not stated)	-23%	-0.8%	0.0%	-6%	·	-3%	-6%	-0.2%	-13%
CCOC(=O)c1c(NC2OC(=O)c3c2ccc(OC)c3OC)sc(C(=O)OC(C)(C)C)c1C (configuration not stated)	28%	-1.8%	6.7%	-25%	i	2%	7%	-0.3%	-60%
CC(C)(CSc1nncn1/N=C/c1ccco1)NS(=O)(=O)c1ccc(Cl)cc1	-4%	-0.1%	0.4%	2%	i	-2%	10%	-0.3%	-20%
Cc1cc(C)cc(NC(=O)CN2C(=O)c3ccccc3C2=O)c1	4%	-0.8%	0.4%	14%	·	42%	-60%[20 µM]	0.2%	-18%
Clc1cccc(OCCN2CCOCC2)c1	-4%	3.3%	2.3%	13%	i	-5%	-9%	-0.2%	-27%
COc1ccc(CCNC(=O)C(=O)Nc2nccs2)cc1OC	-1%	-1.0%	-1.9%	-6%	i	7%	-27%	0.0%	-17%
CCOC(=O)c1c(NC(=O)C2C3C=CC(C3)C2(C)C(=O)O)sc2c1CCCC2 (configuration not stated)	2%	5.3%	0.6%	34%	i	45%	·	0.7%	0%
C=CCNc1nc(-c2ccc(Cl)cc2)cs1	1%	0.4%	1.1%	-175%	i	-12%	-14%	0.1%	-31%
Cc1ccc(CN/C=C/C(=O)c2ccc(Br)cc2)cc1	-5%	-1.8%	2.4%	-34%	i	6%	-33%	0.1%	-53%
CC1(C(=O)O)CCC(C(=O)NCCc2ccccc2)C1(C)C (configuration not stated)	1%	2.4%	-0.7%	11%	i	0%	3%	0.0%	-15%
COc1ccc2nc(NC(=O)c3cc(S(=O)(=O)N4CCOCC4)ccc3C)sc2c1	-6%	-1.3%	-3.1%	14%	i	14%	0%	0.0%	31%
CC(C)NC(=O)CC(c1ccccc1)c1cc(Br)ccc1O (configuration not stated)	-6%	-3.9%	3.1%	6%	i	-4%	-30%	1.2%	-17%
Cc1cc(N2C(=O)C(=O)/C(=C(/O)c3ccc(F)cc3)C2c2ccc(F)cc2)no1 (configuration not stated)	1%	4.3%	6.6%	14%	i	1%	25%	0.3%	-12%
CCOC(=O)CC1=C(C(=O)OCC)C(c2cccs2)C(C#N)=C(N)O1 (configuration not stated)	6%	-0.6%	2.0%	6%	i	7%	12%	0.7%	-8%
O=C(O)C1CC(=O)N(Cc2cccs2)C1 (configuration not stated)	-10%	3.6%	3.6%	6%	i	-4%	-20%	0.5%	-20%
COc1ccc(CNC2CCCCC2)cc1	1%	-0.2%	-1.5%	-11%	i	14%	35%	-0.1%	-2%
COc1cccc(C2C3=C(CCCC3=O)Nc3[nH]n(-c4ccccc4)c(=O)c32)c1 (configuration not stated)	2%	1.8%	-2.1%	12%	i	9%	-11%	0.1%	-26%
Cc1ccc(CNC(=O)C2CC3Cn4c(nc5cc(C)c(C)cc54)C3N2C)o1 (configuration not stated)	-11%	1.9%	4.4%	14%	i	11%	-25%	-0.5%	-3%
COc1ccc(S(=O)(=O)N2CCc3ccccc32)cc1C(=O)OCC(=O)c1c(N)n(C)c(=O)n(C)c1=O	0%	-2.1%	-1.0%	6%	i	14%	-14%[20 µM]	-0.4%	-11%
CCOc1ccc(NC(=O)CN(c2ccc(OCC)cc2)S(=O)(=O)c2c(C)[nH]c(=O)[nH]c2=O)cc1	-2%	2.5%	19%	-7%	i	16%	-28%	0.0%	-18%
Fc1ccc(Cn2cc(C(=S)N3CCOCC3)c3ccccc32)cc1	-8%	-3.2%	0.0%	-19%	i	9%	-3%	-0.5%	13%
Cc1ccc2c(c1)nnn2C1CCN(CC(=O)Nc2ccc3c(c2)OCCO3)CC1	9%	2.3%	20%	-11%	i	-6%	-21%	-0.5%	-16%
COC(=O)c1ccc(OC(=O)c2ccc(OC)c(OC)c2)c(OC)c1	2%	-0.1%	2.9%	12%	i	10%	17%	0.2%	-4%
Cc1cc(NC(=O)CCC(=O)N(Cc2cccnc2)C(C(=O)NC(C)(C)C)c2ccccc2Cl)no1 (configuration not stated)	-7%	-1.1%	-2.7%	-18%	·	9%	-1%	0.4%	-41%
O=C(O)Cn1cc(/C=C2\SC(=O)N(c3ccccc3)C2=O)c2ccccc21	-11%	3.9%	-3.8%	-20%	i	3%	-13%[20 µM]	-0.5%	-32%
CCOc1ncccc1C(=O)Nc1cccc(Cl)c1Cl	-10%	1.6%	2.8%	-1%	i	4%	-12%	-0.5%	-43%
CCC(CO)n1c(SCc2cc([N+](=O)[O-])cc3c2OCOC3)nc2ccccc2c1=O (configuration not stated)	1%	-1.6%	7.4%	-3%	i	-6%	-20%	1.5%	-23%
COC(=O)CNC(=O)COC(=O)/C=C/c1ccc(F)cc1	-9%	0.0%	-4.9%	-1%	i	3%	3%	-0.1%	-37%
CC(CC(=O)Nc1nnc(CC(C)(C)C)s1)c1ccccc1 (configuration not stated)	-5%	1.4%	0.3%	19%	·	-26%	-36%[20 µM]	-1.3%	-19%
Cc1csc(NC(=O)c2cn3ccccc3n2)n1	2%	-0.4%	0.3%	40%	i	2%	6%	0.4%	53%*
COc1nc(OC/C(N)=N/O)nc(N2CCOCC2)n1	-1%	-1.2%	-5.4%	-2%	i	17%	22%	-0.1%	-10%
CC(NC(=O)C1CCC(C)(C(=O)O)C1(C)C)c1ccccc1 (configuration not stated)	-6%	0.2%	4.5%	5%	·	14%	-25%[20 µM]	1.1%	16%
COC(=O)CCc1c(C)c(C(=O)c2ccco2)c2ccccn12	6%	1.2%	-1.7%	12%	i	16%	-6%	0.0%	9%
Cc1cc(C(=O)COC(=O)c2ccccc2NCCO)c(C)n1CC1CCCO1 (configuration not stated)	11%	0.9%	-6.2%	-5%	·	22%	26%	0.5%	-11%

The list is partial, so the mix of outcomes need not match the whole.
